# GRK2 inh: human GRK2 inhibition via aptamer displacement. P25098. inhibition of aptamer binding, % at 10 µM. 330,000 compounds, 0.59% hits. bead flow cytometry, FAM-aptamer displacement from GRK2. AID 488847;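 active = inhibition of aptamer binding above 40%, roughly 3 SD of noise, on plates passing a quality check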;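 also: median bead fluorescence of bound FAM aptamer so fluorescent compounds give negative values; no value below 0 was filed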
# VLA-4 inh: inhibition in a human VLA-4 binding assay; VLA-4 expressing cells, ligand binding flow cytometry; inhibition, % (about 7 µM as worked out from the volumes in the protocol); 330,000 compounds, 0.2% hits; AID 2557; in the data active = inhibition above about 50%
# Target sequence (P13612 whole entry, looked up): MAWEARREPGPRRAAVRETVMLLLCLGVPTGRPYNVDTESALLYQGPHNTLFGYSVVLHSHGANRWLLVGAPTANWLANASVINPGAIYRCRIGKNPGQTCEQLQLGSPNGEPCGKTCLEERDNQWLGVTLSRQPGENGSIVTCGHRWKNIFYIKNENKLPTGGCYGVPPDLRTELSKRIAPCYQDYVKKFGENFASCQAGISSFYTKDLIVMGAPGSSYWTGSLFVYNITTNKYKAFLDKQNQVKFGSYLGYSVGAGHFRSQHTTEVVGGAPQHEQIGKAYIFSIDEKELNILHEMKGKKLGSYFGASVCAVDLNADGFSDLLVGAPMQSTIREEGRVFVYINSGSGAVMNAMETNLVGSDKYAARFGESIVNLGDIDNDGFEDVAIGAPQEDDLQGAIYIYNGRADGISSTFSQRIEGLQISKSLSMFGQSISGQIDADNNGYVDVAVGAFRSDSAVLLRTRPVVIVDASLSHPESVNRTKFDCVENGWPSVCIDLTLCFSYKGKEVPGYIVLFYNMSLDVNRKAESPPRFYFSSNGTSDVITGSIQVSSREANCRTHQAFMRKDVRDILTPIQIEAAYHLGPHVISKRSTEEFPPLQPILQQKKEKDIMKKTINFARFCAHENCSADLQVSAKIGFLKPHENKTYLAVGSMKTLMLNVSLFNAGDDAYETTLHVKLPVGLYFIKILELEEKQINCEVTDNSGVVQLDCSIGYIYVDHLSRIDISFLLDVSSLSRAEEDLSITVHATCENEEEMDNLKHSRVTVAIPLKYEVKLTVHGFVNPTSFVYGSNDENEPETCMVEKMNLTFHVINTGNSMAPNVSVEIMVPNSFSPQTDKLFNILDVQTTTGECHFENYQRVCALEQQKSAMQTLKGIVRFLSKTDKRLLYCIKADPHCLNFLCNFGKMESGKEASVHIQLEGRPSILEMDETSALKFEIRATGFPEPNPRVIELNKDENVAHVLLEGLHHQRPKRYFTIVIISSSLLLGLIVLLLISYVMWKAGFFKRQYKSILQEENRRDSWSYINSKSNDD
# MEP2 TOR yeast: alters MEP2-GFP fluorescence in TOR pathway yeast screen. 330,000 compounds, 0.51% hits. AID 2016. S. cerevisiae MEP2-GFP strain, flow cytometry GFP, 3 h; 100% = DMSO control level. GFP response vs DMSO, % at 10 µM;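 active = GFP response versus DMSO above a set limit, roughly screen mean plus 3 SD, cut at about 180% in these data; inconclusive = fewer than 70 cells counted for a yeast strain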;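 also: median GFP fluorescence of the barcode-gated MEP2-GFP cells per well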
# RPL19A TOR yeast: yeast TOR pathway RPL19A-GFP modulation; percent response vs DMSO, % at 10 µM; 330,000 compounds, 0.3% hits; S. cerevisiae RPL19A-GFP strain, flow cytometry, 3 h; active compounds read low; AID 2025;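 active = percent response vs DMSO below 50%; inconclusive = fewer than 70 events counted for the yeast strain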;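 also: median channel GFP fluorescence of the barcoded RPL19A-GFP strain; ratio of sample median GFP to plate DMSO average so 100% = DMSO; lower means less RPL19A-GFP as with rapamycin TOR inhibition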
# Yeast superoxide: lowers age-related superoxide in aged yeast cells. S. cerevisiae aged cells, superoxide DHE fluorescence; active compounds read low. superoxide response (% of plate mean), % at 10 µM. 330,000 compounds, 0.18% hits;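 active = superoxide response under a set limit, about three screen SD below normal, cut at about 65% in these data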;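 also: yeast aged for seven days with compound at 30 °C before DHE staining; 100% = average MFI of all compound-treated wells on the plate with controls excluded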
# AGP1-GFP MLPCN: alters AGP1-GFP fluorescence in TOR pathway yeast screen. S. cerevisiae AGP1-GFP multiplex flow cytometry, 3 h; GFP as percent of DMSO wells. GFP response vs DMSO, % at 10 µM. 320,000 compounds, 0.02% hits. AID 2066;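 active = GFP response relative to DMSO above a set limit, near screen average plus 3 SD, cut at about 150% in these data; inconclusive = fewer than 70 cells counted for the yeast strain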;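 also: median GFP channel fluorescence of the gated AGP1 strain per well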
# CIT2 TOR yeast: alters CIT2-GFP fluorescence in TOR pathway yeast screen; 320,000 compounds, 0.065% hits; S. cerevisiae CIT2-GFP strain, flow cytometry, 3 h; 100 means same as DMSO wells; GFP response vs DMSO, % at 10 µM; AID 2029;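 active = GFP response relative to DMSO above a set limit, near the screen mean plus 3 SD, cut at about 150% in these data; inconclusive = Fewer than 70 cells measured for a yeast strain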;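 also: ratio of well median GFP fluorescence to mean of DMSO wells on the plate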
# LAP4 TOR yeast: yeast TOR pathway LAP4-GFP modulation | S. cerevisiae LAP4-GFP multiplex, flow cytometry GFP, 3 h; median GFP as percent of DMSO wells | GFP response vs DMSO, % at 10 µM | 320,000 compounds, 0.34% hits | AID 2023;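 active = GFP response vs DMSO above a set limit, about the screen mean plus 3 SD, cut at about 150% in these data; inconclusive = under 70 cell events counted for the yeast strain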
# Starred values were filed as active, the others as inactive; i = inactive; u = inconclusive; x = not tested or not shown; [ ] = another dose, or the depositor's remark. Random draw from the library. About 1.7% of those tested had a hit in this group.
SMILES,GRK2 inh,VLA-4 inh,MEP2 TOR yeast,RPL19A TOR yeast,Yeast superoxide,AGP1-GFP MLPCN,CIT2 TOR yeast,LAP4 TOR yeast
C=CCNC(=S)N/N=C/c1ccc(C)cc1C,0,2,105,99,80,109,106,118
NC1=NC(=O)/C(=C/c2cccs2)S1,1,18,103,95,103,x,97,102
COc1ccc(OCCSc2nnc(-c3ccccc3)n2N)cc1,0,5,96,96,102,98,98,97
CCc1ccc(-c2cc(C)no2)cc1S(=O)(=O)NCc1ccccc1OC,0,0,92,97,102,96,89,94
O=C1CCC([N+](=O)[O-])C(c2ccc3c(c2)OCO3)N1 (stereo unspecified),0,-8,103,114,75,95,102,99
Cc1ccc(C)c2sc(N)nc12,3,13,87,97,97,86,82,83
CCc1cccc(C)c1NC(=O)CSc1ncn[nH]1,0,1,99,99,105,102,98,102
O=C(NNC(=O)c1ccc([N+](=O)[O-])cc1)c1ccc(NS(=O)(=O)c2cccs2)cc1,1,-2,93,98,125,97,92,92
Cc1cccc(C(=O)OCC(=O)NC(=O)c2ccccc2)c1O,0,4,97,100,93,108,98,106
COc1ccnc(N2CCN(c3ccccc3)CC2)c1C#N,2,1,98,97,98,88,89,93
Nn1c(SCC(=O)N2CCCc3ccccc32)nnc1-c1ccccc1,0,-2,100,100,92,103,100,90
COc1ccccc1-c1nnc(SCc2nc3ccccc3s2)n1C,0,-9,98,95,96,94,106,95
CCOC(=O)Cc1c(Sc2ccccc2)c2cc(C)ccc2n1C,3,4,97,104,109,105,101,94
COc1ccccc1CC(=O)NNC(=O)c1cccs1,1,13,99,95,97,98,98,93
COc1cccc(-c2ccc3nnc(SCC(=O)Nc4ccc(NC(C)=O)cc4)n3n2)c1,2,1,119,106,108,110,114,107
COC(=O)C1(C)Nc2ccccc2C(=O)N1c1ccccc1C (stereo unspecified),0,10,113,108,100,111,112,104
O=C1CCC([N+](=O)[O-])C(c2cccc(Cl)c2Cl)N1 (stereo unspecified),1,6,109,106,111,96,99,98
Cc1ccc(CSc2nnc(-c3ccccn3)n2N)cc1,4,24,93,95,110,116,103,106
O=S(=O)(Nc1ccc(Cl)cn1)c1ccccc1,1,4,101,101,101,104,104,100
CCCCNC(=S)Nc1cccc(C(C)=O)c1,0,-11,115,114,136,107,117,91
C=CCn1c(CNC(=O)c2ccco2)nnc1SCC(=O)c1ccc(OC)cc1,1,9,97,102,97,101,92,91
CC(=O)c1ccccc1N(C(=O)c1ccco1)C(C(=O)NC1CCCC1)c1ccc(N2CCOCC2)cc1 (stereo unspecified),0,2,96,96,102,101,100,98
CSc1cccc(CN2CCC(n3nccc3NC(=O)C3CC3)CC2)c1,0,-26,107,106,93,102,122,92
N#Cc1cccc(NC(=O)Nc2cccs2)c1,0,-12,112,101,95,106,101,106
COc1ccc(CN2C(=O)C(CC(C)C)Nc3ncnc(N4CCN(c5ccccn5)CC4)c32)cc1 (stereo unspecified),0,-12,95,103,97,90,94,110
SMILES,GRK2 inh,VLA-4 inh,MEP2 TOR yeast,RPL19A TOR yeast,Yeast superoxide,AGP1-GFP MLPCN,CIT2 TOR yeast,LAP4 TOR yeast
COc1ccc(NS(=O)(=O)c2ccc(NC(=O)C(CCSC)NC(N)=O)cc2)cc1 (stereo unspecified),0,24,88,92,97,104,97,96
COc1ccc(COCC(O)CN2CCc3ccccc3C2)cc1OC (stereo unspecified),1,-2,104,98,107,100,114,98
CN(CC(=O)Nc1ccc(F)cc1)C(=O)C1CCCC1,0,-17,96,92,72,96,94,95
CC(=O)c1ccc(NC(=O)C(C)n2nc(-c3ccccc3)c3cc(Cl)ccc32)cc1 (stereo unspecified),2,21,107,104,110,108,100,103
COc1ccc(CNC(=O)C2CCCN(S(=O)(=O)c3ccc4c(c3)C(C)(C)C(=O)N4C)C2)cc1 (stereo unspecified),0,39,100,103,96,102,102,102
COc1ccc(C(=O)N/N=C/c2cc(Br)ccc2O)cc1OC,1,6,102,106,98,108,104,109
Cc1ccc(S(=O)(=O)NCC(=O)OCC(=O)c2cc(C)n(-c3ccccc3)c2C)cc1,1,8,129,105,94,100,85,110
CN1CCN(NC(=O)c2cccc(F)c2)CC1,0,16,97,98,79,105,93,111
Cc1ccc(-c2csc3ncnc(N4CCN(C)CC4)c23)cc1C,0,-18,108,110,95,98,115,97
O=c1[nH]c(NCCO)c(N=Cc2ccccc2)c(=O)[nH]1,0,6,213*[may fluoresce violet],64[may fluoresce violet],104,u,u,112[may fluoresce violet]
COc1ccc(Cl)cc1-c1nc(SCC(=O)NCC2CCCO2)n[nH]1 (stereo unspecified),0,-3,102,99,109,100,95,106
C=CC[C@@H](CC(=O)N[C@H](CO)Cc1ccccc1)C(=O)N[C@H](COC(=O)[C@@H](CC=C)CC(=O)OC(C)(C)C)Cc1c[nH]c2ccccc12,0,1,97,94,92,90,89,95
O=C(N/N=C/c1ccccn1)c1ccco1,0,-1,107,104,102,107,108,101
Cc1ccc(NC(=O)Cn2cc(S(=O)(=O)c3ccc(C)cc3)c(=O)c3cc(F)ccc32)cc1,0,-27,102,100,103,104,101,102
Cc1ccc(C(=O)NCC(=O)OCC(=O)NC2CCS(=O)(=O)C2)cc1C (stereo unspecified),0,5,96,102,83,99,102,93
COCC(C)NS(=O)(=O)c1ccc(C)cc1 (stereo unspecified),0,13,93,99,98,97,95,95
CCc1nc2oc3ccccc3c(=O)c2cc1C(=O)OC,1,6,102,103,107,88,103,93
COc1cccc(N2CCN(c3nc(-c4ccccc4C)cc(=O)[nH]3)CC2)c1,0,14,121,101,105,95,104,102
COc1ccc(C2c3sc(=O)[nH]c3SC3C(=O)N(c4ccccc4)C(=O)C32)cc1 (stereo unspecified),1,6,106,103,112,107,99,111
Cc1ccc2c(c1)N(CCC(=O)NCC1COc3ccccc3O1)C(=O)CO2 (stereo unspecified),7,-10,106,94,102,95,99,106
CNC(=O)CS(=O)(=O)CC(=O)Nc1cc(OC(C)C)c(Cl)cc1Cl,3,-7,114,110,95,111,114,108
Cc1ccc(C(=O)NCCCNc2ccc(C(F)(F)F)cc2[N+](=O)[O-])cc1,0,3,100,103,102,95,96,89
CC(=O)c1c(C)[nH]c(C(=O)OCC(=O)N2CCc3ccccc32)c1C,0,-10,89,96,117,90,84,88
Cc1ccc(S(=O)(=O)NCC23C=CC(O2)C2C(=O)N(c4ccccc4)C(=O)C23)cc1 (stereo unspecified),2,1,78,75,111,72,92,93
COc1ccc(NC(=O)CSc2ccc3c4c(cccc24)C(=O)c2ccccc2-3)cc1,0,i,113,108,99,107,98,111
SMILES,GRK2 inh,VLA-4 inh,MEP2 TOR yeast,RPL19A TOR yeast,Yeast superoxide,AGP1-GFP MLPCN,CIT2 TOR yeast,LAP4 TOR yeast
Cc1cc(C)cc(NC(=O)C2CCCN2C(=O)NC2CCCCC2)c1 (stereo unspecified),0,1,107,116,117,115,106,103
CC1CCCC(C)N1C(=O)COC(=O)c1ccc2ccccc2n1 (stereo unspecified),13,14,93,99,96,93,96,91
Cc1ccc(CN(C(=O)c2ccccc2[N+](=O)[O-])C2CCS(=O)(=O)C2)o1 (stereo unspecified),0,5,100,103,145,101,94,100
O=C(C[n+]1ccc2ccccc2c1)c1ccc(NC(=O)c2ccccc2)cc1,0,11,99,105,93,107,104,97
Cc1cccc(C)c1NC(=O)CN(C)C(=O)CSC(=S)N1CCCC1,2,0,92,90,89,90,89,91
C1CCC2(CC1)OCC1(CO2)COC2(CCCCC2)OC1,4,4,108,98,112,100,98,104
Clc1ccc(-c2cc(-c3ccccc3)on2)cc1,0,13,89,95,107,85,98,105
O=C(Nc1ccc(Cl)cc1C(=O)Nc1ccncc1)c1ccco1,1,-2,99,94,107,95,94,97
COc1ccc(CN(C)C(=O)C23CC4CC(CC(C4)C2)C3)c(OC)c1,2,-4,u,47*[may fluoresce violet],96,u,u,u
COc1cccc(NC(=O)c2ccnc(N3CCC(C(=O)NCc4cc(OC)ccc4OC)CC3)c2)c1,2,i,110,107,100,114,112,96
CC(=O)c1ccc(N2C(=O)CC(N3CCN(S(=O)(=O)c4ccc(C)c(C)c4)CC3)C2=O)cc1 (stereo unspecified),0,9,104,96,131,99,102,97
COC(=O)c1ccc(NC(=S)NC(=O)c2cccnc2)cc1,0,9,107,98,97,86,98,88
CCOc1nc(C)cc(C)c1S(=O)(=O)c1cccc(C)c1,1,-6,96,102,100,100,98,95
Cc1[nH]c2c(C)cccc2c1CN1CCC(CO)(Cc2ccccc2)CC1,4,16,102,99,109,109,113,102
CCCC(=O)Nc1nnc(SCC)s1,100*,-2,103,105,95,102,101,102
CC(C)N1CCN(c2ccc(S(=O)(=O)N3CCOCC3)cn2)CC1,0,10,103,114,109,92,95,70
CC(=O)c1ccc(OCc2cc(C(=O)N3CCC[C@H]3CO)no2)cc1,0,0,97,104,93,103,106,99
CCCn1c2ccccc2c2cnn(CC(=O)NCCCN3CCN(c4ccccc4)CC3)c(=O)c21,0,5,100,97,94,99,91,107
Cc1nn(C(C)C(=O)NCc2cccs2)c(=O)c2nn(-c3ccccc3)c(C)c12 (stereo unspecified),1,-11,100,101,118,109,109,111
CCCC(=O)C1=C(O)C(C(=O)OC)C(C)(C)CC1=NC(C)C (stereo unspecified),0,-1,111,102,109,101,112,110
Cc1nc2c(cc1C(=O)N/N=C/c1ccc([N+](=O)[O-])cc1)c(=O)n(C)c(=O)n2C,0,-6,100,99,93,101,99,91
Cc1c(C(=O)NCc2ccccc2)oc2ccc(S(=O)(=O)N3CCC4(CC3)OCCO4)cc12,2,0,97,96,94,100,94,105
COc1ccc(-c2noc(CNS(=O)(=O)c3ccc(NC(C)=O)cc3)n2)cc1,2,-1,115,108,78,108,105,106
O=[N+]([O-])c1ccccc1CNC(Cc1ccccc1)c1ccccc1 (stereo unspecified),0,6,101,100,97,103,101,97
CC[C@H](C)[C@@H](C(=O)NCCCCCCCCCCC(=O)N1CCN(C(=O)OC(C)(C)C)CC1)n1cc(CCCCN=C(NC(=O)OC(C)(C)C)NC(=O)OC(C)(C)C)nn1,0,0,103,105,87,110,101,92
SMILES,GRK2 inh,VLA-4 inh,MEP2 TOR yeast,RPL19A TOR yeast,Yeast superoxide,AGP1-GFP MLPCN,CIT2 TOR yeast,LAP4 TOR yeast
Cc1ccc(SCCNC(=S)Nc2ccccc2)cc1,1,26,96,96,96,92,89,109
CN1CCN(c2nc(-c3ccccc3O)nc3ccccc23)CC1,0,47,110,105,96,107,101,109
O=C(c1ccco1)N1CCN(c2nc3ccccc3c(=O)n2-c2ccccc2)CC1,0,0,93,99,116,96,99,93
O=C(c1cccc(N2CCNC2=O)c1)N1CCCC(Nc2cccc(F)c2)C1 (stereo unspecified),1,-13,88,100,113,101,97,92
Cc1sc2ncn(CC(=O)NCCCN3CCC(C)CC3)c(=O)c2c1S(=O)(=O)N1CCC(C)CC1,0,-4,103,103,105,103,99,98
CC(=NNC(=O)c1ccc2nc[nH]c2c1)c1ccc(Br)cc1,1,13,101,103,108,98,96,90
COC(=O)CN1CC(=O)N(c2ccccc2)C1=S,2,6,101,100,92,107,107,114

# Retrieved one by one from the list above, four records:
SMILES,GRK2 inh,VLA-4 inh,MEP2 TOR yeast,RPL19A TOR yeast,Yeast superoxide,AGP1-GFP MLPCN,CIT2 TOR yeast,LAP4 TOR yeast
Cc1ccc(SCCNC(=S)Nc2ccccc2)cc1,1,26,96,96,96,92,89,109
CN1CCN(c2nc(-c3ccccc3O)nc3ccccc23)CC1,0,47,110,105,96,107,101,109
O=C(c1ccco1)N1CCN(c2nc3ccccc3c(=O)n2-c2ccccc2)CC1,0,0,93,99,116,96,99,93
CC(=NNC(=O)c1ccc2nc[nH]c2c1)c1ccc(Br)cc1,1,13,101,103,108,98,96,90

# Screening results (PubChem)
